# M1 PAM parental: nonselective activator or artifact in parental CHO-K1 calcium assay; ATP EC20, Fluo-8 calcium fluorescence; 0% at ATP EC20, 100% at ATP max; activation, % at 3 µM; 360,000 compounds, 0.02% hits; AID 602247;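 active = activation above the run cutoff, the mean activation of all test compounds plus 3 SD, cut at about 40% in these data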;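 also: peak over basal fluorescence ratio in a 140 s read after ATP addition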
# M5 PAM: potentiates acetylcholine response at human M5 receptor | P08912 | CHO-K1 hM5, Fluo-8 calcium, ACh EC20 PAM; 0% = ACh EC20, 100% = ACh EC100 | activation, % at 3 µM | 360,000 compounds, 0.3% hits | AID 624038;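 active = activation above the run cutoff, the mean activation of all test compounds plus 3 SD, cut at about 18% in these data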
# Target sequence (P08912 whole entry, looked up): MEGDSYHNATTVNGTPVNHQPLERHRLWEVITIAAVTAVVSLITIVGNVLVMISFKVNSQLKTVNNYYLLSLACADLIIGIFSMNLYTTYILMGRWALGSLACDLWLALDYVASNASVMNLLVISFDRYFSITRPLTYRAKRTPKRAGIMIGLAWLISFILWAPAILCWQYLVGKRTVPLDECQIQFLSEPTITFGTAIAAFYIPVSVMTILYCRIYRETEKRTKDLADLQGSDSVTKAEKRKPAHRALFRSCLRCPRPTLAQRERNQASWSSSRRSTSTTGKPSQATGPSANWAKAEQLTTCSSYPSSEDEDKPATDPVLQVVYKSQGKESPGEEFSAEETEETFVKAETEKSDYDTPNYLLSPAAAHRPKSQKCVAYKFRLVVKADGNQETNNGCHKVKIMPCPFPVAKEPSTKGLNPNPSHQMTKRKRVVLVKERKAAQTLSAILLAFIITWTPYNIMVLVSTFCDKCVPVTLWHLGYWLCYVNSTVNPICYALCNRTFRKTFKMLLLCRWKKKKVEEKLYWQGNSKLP
#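 system = human M5 receptor in CHO-K1 cells | reagent = EC20 acetylcholine as agonist stimulus | compound dosing = single-point, 3 µM nominal | incubation = Fluo-8 loading 80 min at 37 °C plus 30 min room temperature | detection = Fluo-8 calcium dye fluorescence, kinetic read | benchmarks = low control EC20 acetylcholine (0%), high control EC100 acetylcholine (100%)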
# TAAR1 antagonist: antagonists of human TAAR1 | Q96RJ0 | CHO RD-HGA16 TAAR1, Fluo-8 calcium fluorescence, antagonist | inhibition, % at 3 µM | 360,000 compounds, 1.5% hits | AID 624466;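 active = inhibition above a per-plate cutoff, the mean inhibition of test compounds on that plate plus 3 SD, cut at about 49% in these data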;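 also: 0% = DMSO plus EC80 beta-PEA response and 100% = DMSO alone without agonist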
#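 Test system: hTAAR1-expressing CHO RD-HGA16 cells, Gα16-coupled; Probe or stimulus: EC80 β-phenethylamine stimulus; Compound dosing: single nominal final test compound concentration of 3 µM; Timing: 140 s kinetic read after compound, 140 s after agonist; Signal: Fluo-8 calcium-sensitive fluorescence; Measure: % inhibition of agonist calcium response; Controls: DMSO and EC80 PEA controls.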
# TAAR1 agonist: agonists of human TAAR1. Q96RJ0. CHO RD-HGA16 TAAR1, Fluo-8 calcium fluorescence; vehicle wells 0%, saturating PEA agonist 100%. activation, % at 3 µM. 360,000 compounds, 0.99% hits. AID 624467;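 active = activation above the mean activation of all test compounds in the run plus 3 SD, cut at about 38% in these data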
#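 Repeats: no replicates (n 1) | Material: CHO-derived RD-HGA16 cells with stable Gα16 and human TAAR1 | Technique: Kinetic Fluo-8 calcium fluorescence | Schedule: 17-24 h seeding, 75 min 37 °C dye, 30 min RT | Evaluation: % activation from peak over basal fluorescence ratio, DMSO-to-PEA scaled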
# CHRM5 agonist: agonists of human muscarinic M5 receptor (CHRM5). CHO-K1 hM5 cells, Fluo-8 calcium fluorescence; 0% DMSO wells, 100% maximal acetylcholine response. activation, % at 3 µM. 360,000 compounds, 0.19% hits;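 active = activation above the run's mean over test compounds plus 3 SD, cut at about 23% in these data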;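 also: signal is peak over basal fluorescence ratio across the kinetic read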
# CHRM5 antagonist: CHRM5 antagonism in calcium assay; CHO-hM5 cells, Fluo-8 calcium fluorescence, ACh EC80; inhibition, % at 3 µM; 360,000 compounds, 0.59% hits; AID 624040;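 active = inhibition above a per-plate cutoff, the mean of that plate's test compounds plus 3 SD, cut at about 27% in these data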;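 also: 0% = acetylcholine EC80 with DMSO and 100% = DMSO without agonist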
# CHRM4 PAM: positive allosteric modulators of human muscarinic M4 receptor | 360,000 compounds, 0.4% hits | activation, % at 3 µM | P08173 | CHO-K1 hM4/Gqi5, Fluo-8 calcium fluorescence, ACh EC20; 0% = ACh EC20, 100% = maximal ACh;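 active = activation above its plate's cutoff, the mean activation of sample wells plus 3 SD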; also: some results filed as inactive read as strong as hits
# Target sequence (P08173 whole entry, looked up): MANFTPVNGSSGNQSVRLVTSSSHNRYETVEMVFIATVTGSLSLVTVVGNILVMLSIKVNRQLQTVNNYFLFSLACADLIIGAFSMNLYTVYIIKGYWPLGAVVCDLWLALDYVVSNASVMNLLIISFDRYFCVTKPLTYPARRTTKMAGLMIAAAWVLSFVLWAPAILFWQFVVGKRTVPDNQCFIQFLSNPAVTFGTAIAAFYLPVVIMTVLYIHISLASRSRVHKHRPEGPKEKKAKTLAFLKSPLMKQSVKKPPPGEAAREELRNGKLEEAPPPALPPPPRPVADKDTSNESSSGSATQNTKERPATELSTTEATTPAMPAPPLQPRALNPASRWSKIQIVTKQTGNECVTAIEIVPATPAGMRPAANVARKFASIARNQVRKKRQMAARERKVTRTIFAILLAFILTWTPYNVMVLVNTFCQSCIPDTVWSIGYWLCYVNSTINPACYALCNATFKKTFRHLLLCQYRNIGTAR
# CRFBP-R2 agonist: CRF-BP/CRF-R2 complex agonism | activation, % at 13.2 µM | HEK293 CRF-R2/CRF-BP, calcium dye fluorescence (FLIPR); percent of saturating CRF peptide response | 350,000 compounds, 0.46% hits;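 active = activation of at least 50%, plus an integration ratio under a set limit after plate pattern correction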;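 also: plate controls were neutral control wells without compound for no effect and CRF at EC100 for full effect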
# CRFR2-BP antag: CRF-BP/CRF-R2 complex antagonism. HEK293 CRF-R2/CRF-BP, CRF-induced calcium fluorescence. inhibition, % at 11.8 µM. 350,000 compounds, 0.59% hits. AID 588475;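 active = inhibition of the ligand-induced calcium signal above about 50% at the single tested concentration, limit read from the data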
# * marks the source's active call; other numbers are inactive results; nt = not tested or not shown.
1) CN(Cc1cccnc1)C(=O)c1ccc(Cl)c(NS(=O)(=O)c2ccc(F)cc2)c1
2) O=C(CNC(=O)c1cc2ccccc2o1)NCc1cccs1
3) O=[N+]([O-])c1ccc(NC2CCCCC2)nc1
4) CCSc1nc(N2CCOCC2)c2c(c1C#N)CC(C)(C)N(C)C2
5) NC(=S)N=Nc1c(O)n(C2OC(=O)c3ccccc32)c2ccccc12 (stereo not drawn)
6) Cc1sc(NC(=O)c2ccccc2F)c(CN2CCCCC2C)c1C (stereo not drawn)
7) CC(C)(C)NC(=O)CCN(/N=C/c1ccccc1F)C1=NS(=O)(=O)c2ccccc21
8) Fc1ccc(CNc2nc3ccccc3n3nnnc23)cc1
9) Cc1noc(C)c1S(=O)(=O)N1CCN(C(c2ccccc2)c2ccc(Cl)cc2)CC1 (stereo not drawn)
10) COc1ccc2nc(SCC(=O)Nc3nccs3)[nH]c2c1
assay / compound | 1 | 2 | 3 | 4 | 5 | 6 | 7 | 8 | 9 | 10
M1 PAM parental | -18 | 18 | 12 | 5 | 7 | 19 | 4 | 34 | 11 | 15
M5 PAM | -3 | -2 | -1 | -12 | -3 | 0 | -5 | -2 | -6 | -4
TAAR1 antagonist | -13 | -21 | 17 | 4 | 9 | -11 | 30 | -17 | -22 | 15
TAAR1 agonist | -1 | 7 | -3 | 12 | 2 | 5 | 10 | 0 | 0 | 4
CHRM5 agonist | 1 | 0 | -7 | -11 | -1 | -3 | 0 | -1 | -2 | 0
CHRM5 antagonist | 6 | 4 | 8 | -3 | -2 | -1 | 8 | -4 | 4 | -4
CHRM4 PAM | 2 | 1 | 1 | 2 | -2 | 8 | -1 | 11 | -9 | 11
CRFBP-R2 agonist | 0.8 | -0.9 | -5.6 | -2.1 | -3.1 | 1.8 | -0.3 | 4.0 | 1.6 | -0.1
CRFR2-BP antag | 0 | -23 | -3 | 18 | 26 | -13 | 3 | 4 | 24 | -30

11) O=C(O)CSC1c2ccccc2C(=O)N1Cc1ccccc1 (stereo not drawn)
12) COc1ccc(CN2[C@@H](CC(=O)O)c3ccccc3S2(=O)=O)cc1
13) CC(=O)Nc1ccc2oc(-c3ccccc3Br)nc2c1
14) Cc1ccc2cccc(NC(=O)c3ccc(Br)o3)c2n1
15) Cc1cc(C)nc(SCC(=O)c2ccc([N+](=O)[O-])cc2)n1
16) O=S(=O)(Nc1ccc(S(=O)(=O)N2CCCC2)cc1)c1ccccc1Br
17) N=c1c(C(=O)NCc2ccc(F)cc2)cc2c(=O)n3ccccc3nc2n1Cc1ccco1
18) Cc1cc(C)c(NC(=O)C2CCCN2CCC(C)C)c(C)c1 (stereo not drawn)
19) COc1ccc(S(=O)(=O)NC2CC3CCC2C3)cc1Cl (stereo not drawn)
20) C/C(=N\NS(=O)(=O)c1ccc([N+](=O)[O-])cc1)c1ccc2c(c1)OCO2
assay / compound | 11 | 12 | 13 | 14 | 15 | 16 | 17 | 18 | 19 | 20
M1 PAM parental | -4 | 8 | 16 | 25 | 11 | 16 | 16 | 14 | 21 | 1
M5 PAM | -6 | -6 | -3 | -8 | -5 | -9 | 3 | 7 | -2 | 4
TAAR1 antagonist | -16 | -19 | 14 | 10 | -14 | -25 | 0 | 3 | 0 | -16
TAAR1 agonist | -2 | 5 | 4 | 6 | 4 | 0 | -4 | 2 | 23 | 2
CHRM5 agonist | 1 | 3 | 0 | -12 | -6 | 3 | -6 | -8 | -5 | -4
CHRM5 antagonist | 1 | 15 | -5 | -1 | -4 | 12 | 2 | -2 | -2 | -11
CHRM4 PAM | 0 | 2 | -3 | 2 | 4 | 0 | -10 | -2 | 2 | 4
CRFBP-R2 agonist | 3.4 | -0.4 | -0.3 | 11 | 3.1 | -0.9 | 8.7 | -0.5 | -1.1 | -2.6
CRFR2-BP antag | 7 | 1 | -10 | -26 | -7 | 3 | -14 | -19 | -11 | 8

# Compound profiles, as listed above:
# CC(=O)Nc1ccc2oc(-c3ccccc3Br)nc2c1 reads M1 PAM parental = 16; M5 PAM = -3; TAAR1 antagonist = 14; TAAR1 agonist = 4; CHRM5 agonist = 0; CHRM5 antagonist = -5; CHRM4 PAM = -3; CRFBP-R2 agonist = -0.3; CRFR2-BP antag = -10
# O=S(=O)(Nc1ccc(S(=O)(=O)N2CCCC2)cc1)c1ccccc1Br reads M1 PAM parental = 16; M5 PAM = -9; TAAR1 antagonist = -25; TAAR1 agonist = 0; CHRM5 agonist = 3; CHRM5 antagonist = 12; CHRM4 PAM = 0; CRFBP-R2 agonist = -0.9; CRFR2-BP antag = 3

# Further entries follow:
21) C/C(CC(=O)N(C(C)C)C(C)C)=N\NC(=O)COc1ccc(Cl)cc1Cl
22) COCC(C)n1c(SCC(=O)NC(=O)NCc2ccccc2)nc2ccccc2c1=O (stereo not drawn)
23) NC(=O)C(Cc1ccccc1)NC(=O)C12CC3CC(CC(C3)C1)C2 (stereo not drawn)
24) COc1cccc(CNC(=O)C2(C)Oc3ccccc3NC2=O)c1 (stereo not drawn)
25) Cc1ccc(C)c(N2CCN(C(=O)c3cccn4c(=O)c5sccc5nc34)CC2)c1
26) COc1ccccc1CNS(=O)(=O)c1cc2c3c(c1)C(C)C(=O)N3CCC2 (stereo not drawn)
27) CC(C)CCN1CC(C(=O)NCCC2=CCCCC2)CC1=O (stereo not drawn)
28) CCc1ccc(-c2ccc(SCC(=O)Nc3nnc(C)s3)nn2)cc1
29) CC(N=C1NS(=O)(=O)c2ccccc21)C(=O)Nc1ccc(F)cc1Cl (stereo not drawn)
30) COc1ccccc1N1CCN(C(=O)C2CCN(C(=O)c3cccc(Cl)c3)CC2)CC1
assay / compound | 21 | 22 | 23 | 24 | 25 | 26 | 27 | 28 | 29 | 30
M1 PAM parental | 20 | 9 | 22 | 26 | -5 | 25 | 5 | -1 | 14 | 3
M5 PAM | 0 | 6 | -11 | 1 | -1 | -2 | -4 | 0 | -6 | 1
TAAR1 antagonist | -2 | -17 | -56 | 0 | 6 | -15 | 14 | -7 | -18 | -2
TAAR1 agonist | 3 | -2 | 2 | 12 | 35 | 2 | 9 | -2 | 2 | -2
CHRM5 agonist | -4 | -4 | -23 | -6 | 3 | -5 | -1 | -1 | 2 | 1
CHRM5 antagonist | 2 | -3 | -4 | -2 | 2 | 8 | 13 | 9 | 4 | -1
CHRM4 PAM | 5 | 9 | -15 | -3 | -9 | 5 | -4 | 0 | 1 | -4
CRFBP-R2 agonist | -0.5 | -0.5 | -0.1 | -0.4 | 6.1 | -0.8 | 0.1 | -2.6 | -1.3 | 0.3
CRFR2-BP antag | -8 | 8 | -2 | 4 | -36 | -3 | -10 | -26 | 3 | -3

31) CCCCOc1ccc(C2=NNC(=O)CC2)cc1
32) c1ccc(C2(Cn3ccc4ccccc43)OCCO2)cc1
33) COc1ccccc1-n1ccnc(SCC(=O)NCc2ccccc2)c1=O
34) COc1ccc(/C=C/c2c([N+](=O)[O-])c(=O)n(C)c(=O)n2C)cc1
35) Cc1sc2nc(CN3CCCC3)nc(N3CCN(S(=O)(=O)c4cccs4)CC3)c2c1C
36) COC(=O)C1=CN(c2ccc(OC)cc2)C=C(C(=O)OC)C1c1cc(OC)c(OC)cc1OC
37) O=S(=O)(c1cccs1)N1CCC2(CC1)OCCO2
38) O=C1CC(c2ccsc2)c2ccc3ccccc3c2N1 (stereo not drawn)
39) COc1cc(NC(=O)c2ccc3c(c2)OCO3)ccc1NC(=O)c1cccs1
40) COc1ccc(N2CCN(C(c3ccc4ncccc4c3)c3nnnn3C(C)C)CC2)cc1 (stereo not drawn)
assay / compound | 31 | 32 | 33 | 34 | 35 | 36 | 37 | 38 | 39 | 40
M1 PAM parental | -8 | 23 | 16 | 17 | 7 | -25 | 5 | 6 | 7 | -6
M5 PAM | -4 | 1 | 1 | 6 | -6 | 11 | 5 | -2 | -1 | 1
TAAR1 antagonist | 5 | 3 | -3 | -18 | 6 | -13 | -16 | 8 | -9 | -13
TAAR1 agonist | 1 | 4 | 2 | 1 | 2 | 1 | 1 | 12 | 22 | 2
CHRM5 agonist | -4 | 7 | 0 | -2 | -11 | -2 | -3 | -4 | 0 | -2
CHRM5 antagonist | 6 | 12 | 6 | 1 | 7 | -11 | -10 | -2 | 6 | 5
CHRM4 PAM | 1 | -6 | 19 | 9 | -18 | 4 | -5 | 15 | 0 | 10
CRFBP-R2 agonist | 0.4 | -0.9 | 0.4 | 2.6 | -1.6 | 0.4 | -0.5 | -2.4 | -0.8 | -0.1
CRFR2-BP antag | -5 | -9 | 6 | -14 | -20 | -4 | 6 | -73 | 14 | 3

# Structural class, the compounds so far containing fluorine
1) CN(Cc1cccnc1)C(=O)c1ccc(Cl)c(NS(=O)(=O)c2ccc(F)cc2)c1
6) Cc1sc(NC(=O)c2ccccc2F)c(CN2CCCCC2C)c1C (stereo not drawn)
7) CC(C)(C)NC(=O)CCN(/N=C/c1ccccc1F)C1=NS(=O)(=O)c2ccccc21
8) Fc1ccc(CNc2nc3ccccc3n3nnnc23)cc1
17) N=c1c(C(=O)NCc2ccc(F)cc2)cc2c(=O)n3ccccc3nc2n1Cc1ccco1
29) CC(N=C1NS(=O)(=O)c2ccccc21)C(=O)Nc1ccc(F)cc1Cl (stereo not drawn)
assay / compound | 1 | 6 | 7 | 8 | 17 | 29
M1 PAM parental | -18 | 19 | 4 | 34 | 16 | 14
M5 PAM | -3 | 0 | -5 | -2 | 3 | -6
TAAR1 antagonist | -13 | -11 | 30 | -17 | 0 | -18
TAAR1 agonist | -1 | 5 | 10 | 0 | -4 | 2
CHRM5 agonist | 1 | -3 | 0 | -1 | -6 | 2
CHRM5 antagonist | 6 | -1 | 8 | -4 | 2 | 4
CHRM4 PAM | 2 | 8 | -1 | 11 | -10 | 1
CRFBP-R2 agonist | 0.8 | 1.8 | -0.3 | 4.0 | 8.7 | -1.3
CRFR2-BP antag | 0 | -13 | 3 | 4 | -14 | 3

# New compounds follow.
41) CCOc1cc(C)c(S(=O)(=O)NC2CC(C)(C)NC(C)(C)C2)cc1C
42) CC(C)NC(=O)Nc1cccc2c1O[C@H](CN(C)C(=O)NC(C)C)[C@@H](C)CN([C@H](C)CO)C2=O
43) COc1ccccc1/C=C/CN1CCN(Cc2ccc(F)cc2)C(CCO)C1 (stereo not drawn)
44) COc1ccc(OC)c(NC(=O)C2(C)CCN2C(=O)CC2CC2)c1 (stereo not drawn)
assay / compound | 41 | 42 | 43 | 44
M1 PAM parental | 1 | -1 | 4 | -5
M5 PAM | 11 | 0 | 16 | 0
TAAR1 antagonist | 8 | -2 | -7 | -14
TAAR1 agonist | 1 | 4 | 1 | 1
CHRM5 agonist | 0 | 1 | -1 | -1
CHRM5 antagonist | -2 | 1 | 1 | -1
CHRM4 PAM | 10 | 11 | 1 | 0
CRFBP-R2 agonist | -1.1 | 2.6 | -3.8 | nt
CRFR2-BP antag | 14 | -9 | -18 | nt
